# Screens deposited in PubChem BioAssay by The Scripps Research Institute Molecular Screening Center.
# FBW7 act – FBW7 E3 ligase activators, primary screen, biochemical, AlphaScreen, human | AlphaScreen FBW7–phospho-cyclin E peptide binding, activator screen | normalized activity (activation), % at 26.1 µM | 0.13% of 650,000 active; in the data active = normalized activity above about 1.9%;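 also: purified mutant Fbw7 with reduced substrate affinity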
# Target sequence (Q969H0 whole entry, looked up): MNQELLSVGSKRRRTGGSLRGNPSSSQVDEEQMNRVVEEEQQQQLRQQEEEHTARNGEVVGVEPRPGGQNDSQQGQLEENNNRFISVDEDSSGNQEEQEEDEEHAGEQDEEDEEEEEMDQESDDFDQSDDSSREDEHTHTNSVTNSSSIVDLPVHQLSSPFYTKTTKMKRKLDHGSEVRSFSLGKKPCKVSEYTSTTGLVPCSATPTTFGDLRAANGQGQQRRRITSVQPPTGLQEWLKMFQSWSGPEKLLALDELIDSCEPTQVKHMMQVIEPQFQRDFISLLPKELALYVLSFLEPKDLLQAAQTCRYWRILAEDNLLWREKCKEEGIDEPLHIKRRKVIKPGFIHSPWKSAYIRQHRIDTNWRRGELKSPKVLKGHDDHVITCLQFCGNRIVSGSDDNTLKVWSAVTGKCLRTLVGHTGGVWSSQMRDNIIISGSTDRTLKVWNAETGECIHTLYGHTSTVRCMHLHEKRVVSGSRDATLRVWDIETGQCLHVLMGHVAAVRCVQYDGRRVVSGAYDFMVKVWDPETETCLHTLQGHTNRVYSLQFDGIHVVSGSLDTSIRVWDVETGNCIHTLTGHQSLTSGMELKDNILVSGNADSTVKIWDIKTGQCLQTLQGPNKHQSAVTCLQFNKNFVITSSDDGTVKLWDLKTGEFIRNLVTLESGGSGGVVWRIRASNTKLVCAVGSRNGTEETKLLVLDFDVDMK
# GPR151 ag – activators of human GPR151, primary screen, cell-based, PathHunter beta-arrestin, luminescence; G-protein coupled receptor 151 (Homo sapiens), Q8TDV0; PathHunter beta-arrestin GPR151 cells; AID 1508602, 2020; 1% of 650,000 active; activation, % at 11.2 µM; in the data active = activation above about 4.9%;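 also: 0% = median of compound wells and 100% = cells with positive control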
# Target sequence (Q8TDV0 whole entry, looked up): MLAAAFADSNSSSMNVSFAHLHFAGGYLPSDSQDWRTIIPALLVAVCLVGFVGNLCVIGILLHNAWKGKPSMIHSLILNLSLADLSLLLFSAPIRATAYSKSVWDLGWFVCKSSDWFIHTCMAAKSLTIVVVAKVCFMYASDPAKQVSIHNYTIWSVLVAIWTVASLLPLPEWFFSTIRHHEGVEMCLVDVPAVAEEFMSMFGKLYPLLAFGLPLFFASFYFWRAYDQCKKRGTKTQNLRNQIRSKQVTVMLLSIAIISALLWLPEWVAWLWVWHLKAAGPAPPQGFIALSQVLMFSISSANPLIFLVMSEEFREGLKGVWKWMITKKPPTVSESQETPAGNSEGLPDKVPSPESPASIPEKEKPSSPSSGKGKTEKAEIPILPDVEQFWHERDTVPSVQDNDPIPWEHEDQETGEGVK
# TEAD-YAP inh – TEAD-YAP interaction inhibition, primary screen, TEAD-YAP interaction inhibitor project, luminescence, HEK-TIYL cells; 1.4% of 640,000 active; AID 1259422, 2018; TEAD-Gal4/YAP UAS-luciferase luminescence; inhibition, % at 9.12 µM; in the data active = inhibition above about 32%;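 also: 0% = median of test compound wells and 100% = reference inhibitor wells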
# MITF primary – MITF inhibitors, primary screen, biochemical, AlphaScreen, human; Microphthalmia-associated transcription factor (Homo sapiens), O75030; AlphaScreen MITF homodimerization, bead proximity signal; inhibition, % at 2.6 µM; 0.91% of 650,000 active; AID 1259374, 2018; in the data active = inhibition above about 50%;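 also: 0% = vehicle wells with protein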
# * = called active by the depositor; & = joins results of further samples.
SMILES,FBW7 act,GPR151 ag,TEAD-YAP inh,MITF primary
COCCCN1C(=O)CC[C@@H]2CN(C(=O)Cc3ccc(F)cc3)CC[C@@H]21,0.1,0.7,5.5,-18.4
CC(=O)C1=C(c2ccccc2)N(C(C)=O)n2cnnc2S1,0.0,1.1,15.6,-5.3
CC1CN(Cc2ccccc2[N+](=O)[O-])CC(C)O1 (stereo not drawn),-0.3,-0.9,-0.6,39.5
C=CCn1c(SCC(=O)Nc2ccccc2Cl)nc2sc(CC)cc2c1=O,0.2,-0.4,-18.1,11.6
CCN1C(=O)CC(C(=O)OC)C12CCN(Cc1cn[nH]c1-c1ccccc1)CC2 (stereo not drawn),0.1,-1.9,-30.6,7.0
O=C(CSc1ccccn1)Nc1ccc(O)c(C(=O)O)c1,0.0,0.6,1.9,12.9
Cc1ccc(C(O)CNC(=O)NCCc2ccccc2)o1 (stereo not drawn),0.2,0.6,-1.2,-1.1
Cn1c(NCc2ccc(C(=O)O)cc2)nc(-c2ccncc2)c(-c2ccc3ccccc3c2)c1=O,0.1,-0.6,1.0,-9.0
COc1ccccc1N1CCN(C2CC(=O)N(c3ccc(Br)cc3)C2=O)CC1 (stereo not drawn),0.0,-1.0,-9.0,-0.1
CN1CCc2nc(SCC(=O)Nc3c(Cl)cccc3Cl)c(C#N)cc2C1,0.1,1.1,4.1,7.1
CC1CCc2nc(SC3CC(=O)N(c4ccc(Br)cc4)C3=O)c(C#N)cc2C1 (stereo not drawn),-0.1,0.9,-2.5,10.7
CNC(=O)c1ccccc1Nc1cc(Nc2ccc(C(=O)N(C)C)cc2)ncc1C(F)(F)F,0.5,-2.3,77.1*,30.2
O=C(CCc1ccccc1)Nc1nnc(SCC(=O)c2ccccc2)s1,0.0,-0.8,7.0,-3.3
O=[N+]([O-])c1ccc(N2CCN(S(=O)(=O)c3cccc4nsnc34)CC2)cc1NCc1ccccc1,0.2,-0.1,13.1,12.3
CC(C)CS(=O)(=O)C1=NSC2=NC(=O)/C(=C\c3ccco3)C(=N)N21,-0.1,0.6,8.7,6.3
Cc1cc(-c2ccccc2)c2c3c(c(-c4ccccc4)n2n1)c(=O)n(C)c(=O)n3C,-0.1,0.5,1.9,-5.9
Cc1ccc(-c2cc(C(F)(F)F)n3ncc(C(=O)Nc4sc5c(c4C(=O)OC(C)C)CCCC5)c3n2)cc1,0.0,-0.2,-2.4,4.9
O=c1c2ccccc2nnn1CSc1nncs1,-0.2,0.1,-38.9,-8.8
O=Cc1cccc(Oc2nnnn2-c2ccccc2)c1,0.0,0.4,-6.8,4.3
CC(=O)c1cccc(NC(=O)c2cc(Cl)ccc2[N+](=O)[O-])c1,0.2,-0.8,1.8,-3.2
Cc1ccccc1NC(=O)c1sc2nc3c(cc2c1N)CN(C)CC3,0.5,-1.5,5.9,1.9
O=C(O)c1csc(Nc2ccccc2Cl)n1,0.6,0.5,-10.3,-1.6
O=S(=O)(c1ccc2ccccc2c1)N1CCCOC1,0.1,0.5,4.9,5.9
Cc1ccc(C)c(Cn2nnc3c(=O)[nH]c(C(=O)NCC4CCCO4)nc32)c1 (stereo not drawn),0.0,2.5,12.7,1.9
CCCN1C(=O)/C(=C/c2cc(OC)c(OC)cc2C)NC1=S,0.0,-0.3,-8.0,12.6
COc1ccc(N2CCN(CCNC(=O)Nc3cccc(Br)c3)CC2)cc1,-0.1,1.3,5.9,12.1
COc1cc(Nc2nc(Nc3ccc4c(c3)OCO4)c3ncn(CCN4CCCC4=O)c3n2)cc(OC)c1OC,0.5,2.2,-42.4,8.9
CC(=O)C12CCCCC1CC1C3CC4OC45CC(O)CCC5(C)C3CCC12C (stereo not drawn),0.1,-0.1,0.3,0.5
CCOc1ccc(Nc2ncnc3c2cnn3Cc2ccccc2)cc1,-0.1,-0.3,0.8,2.5
Cc1cnc(Nc2ccc(-n3ccnc3)cc2)nc1Nc1ccc2c(c1)OCO2,-0.2,-1.5,60.5*,2.5
CCN1C(=O)/C(=C/N(C(C)=O)c2ccccc2)OC1=S,-0.2,-1.5,-72.6,-4.3
CCOc1ccc(CNc2ccc(S(N)(=O)=O)cc2)cc1,0.0,0.2,-4.2,20.4
CCOC(=O)c1ccc(NC(=S)NC(=O)c2cccc([N+](=O)[O-])c2)cc1,0.2,-0.1,-5.0,16.7
Cc1cccc(Nc2nc(CC(=O)N3CCN(c4ncccn4)CC3)cs2)n1,0.0,2.0,6.8,7.3
COC(=O)C1=CN(Cc2ccc(OC)c(OC)c2)C=C(C(=O)OC)C1c1cccc(Br)c1,0.6,-1.5,-12.3,6.2
CC(C)N(Cc1ccccc1)S(=O)(=O)c1ccc(-n2cccn2)cc1,0.9,-1.2,0.8,4.3
c1ccc(CN2CCC(Nc3ncnc4nc(Nc5cnccn5)[nH]c34)CC2)cc1,-0.3,-1.6,-10.2,7.1
Cc1ccc(C)c(NC(=O)C(Cc2ccccc2)NC(=O)OCc2ccccc2)c1 (stereo not drawn),0.2,1.1,-2.2,-15.7
CC1CCN(C(=O)CSc2nc3ccccc3n2CC(=O)N2CCC(C)CC2)CC1,0.1,-0.4,2.8,14.0
COc1cc(OC)cc(C(=O)Nc2ccc(-c3ccc(NC(=O)c4cc(OC)cc(OC)c4)c(C)c3)cc2C)c1,0.5,0.0,3.4,5.8
CN1C(=O)C(CC(=O)Nc2ccccc2F)N(CCc2ccc(S(N)(=O)=O)cc2)C1=S (stereo not drawn),-0.1,-0.8,9.0,3.2
Cc1nn(C)c(C)c1-c1ccc(C(=O)NCc2ccccc2)s1,-0.1,0.4,-4.6,1.5
COc1ccc(CCNC(=O)c2c(-c3ccccc3)noc2C)cc1OC,0.1,-0.1,-9.2,4.5
CC1CCN(Cc2nnnn2CC(=O)N2CCc3sccc3C2)CC1,-0.1,0.7,8.7,11.8
CN1C(C(=O)NCc2ccc3c(c2)OCO3)CC(c2ccco2)NS1(=O)=O (stereo not drawn),-0.1,0.4,-3.5,9.6

# Whole records from above. Screens in order: FBW7 act, GPR151 ag, TEAD-YAP inh, MITF primary
# Cc1nn(C)c(C)c1-c1ccc(C(=O)NCc2ccccc2)s1 is entered as -0.1, 0.4, -4.6, 1.5
# CN1C(=O)C(CC(=O)Nc2ccccc2F)N(CCc2ccc(S(N)(=O)=O)cc2)C1=S (stereo not drawn) is entered as -0.1, -0.8, 9.0, 3.2
# CCN1C(=O)/C(=C/N(C(C)=O)c2ccccc2)OC1=S is entered as -0.2, -1.5, -72.6, -4.3
# COC(=O)C1=CN(Cc2ccc(OC)c(OC)c2)C=C(C(=O)OC)C1c1cccc(Br)c1 is entered as 0.6, -1.5, -12.3, 6.2
# COc1ccc(CCNC(=O)c2c(-c3ccccc3)noc2C)cc1OC is entered as 0.1, -0.1, -9.2, 4.5

# The listing picks up, starting two compounds before the break.
SMILES,FBW7 act,GPR151 ag,TEAD-YAP inh,MITF primary
CC1CCN(Cc2nnnn2CC(=O)N2CCc3sccc3C2)CC1,-0.1,0.7,8.7,11.8
CN1C(C(=O)NCc2ccc3c(c2)OCO3)CC(c2ccco2)NS1(=O)=O (stereo not drawn),-0.1,0.4,-3.5,9.6
Cc1nnc2sc(-c3ccc(NC(=O)c4ccc(Br)o4)cc3)nn12,0.9,-0.5,7.0,15.2
CCOC(=O)c1cc2c(c(CSc3nc4cc(C(=O)OC)ccc4c(=O)n3CCc3ccc(S(N)(=O)=O)cc3)c1)OCOC2,-0.1,0.9,-7.3,-2.0
CC(=O)n1c2c(c3ccccc31)OC(N)=C(C#N)C2c1cccc([N+](=O)[O-])c1 (stereo not drawn),0.0,0.2,9.3,57.8*
COC(=O)c1sc(N)c(C#N)c1C,0.0,-0.3,-2.2,-2.4
CC(=O)c1cc2c(cc1NC(=O)c1cnn3c(C(F)(F)F)cc(-c4ccco4)nc13)OCO2,0.1,1.3,8.1,-24.3
CC1=C(C(=O)OC(C)C)C(c2cccc(Br)c2)C2=C(CC(C)(C)CC2=O)N1 (stereo not drawn),0.0,1.8,-2.3,-1.6
Cc1ccccc1OC/C(O)=C(\C#N)c1nc2ccccc2[nH]1,0.1,1.1,8.7,1.7
Cc1cc(C)nc(/N=C(/NC(=O)Cc2ccccc2)N2CCC(C(N)=O)CC2)n1,0.1&0.1,-0.6&0.6,15.9&-9.7,5.3&-7.3
CS(=O)(=O)Nc1cccc(-c2cnc(N)c(-c3cccc(C(N)=O)c3)n2)c1,-0.2,-0.8,-1.5,-6.9
Cc1ccc(S(=O)(=O)N2C(=O)CCC2C(=O)Nc2cccc(Cl)c2C)cc1 (stereo not drawn),-0.1,2.2,4.5,-0.1
Cn1nc(CC(=O)Nc2ccc3c(c2)OCCO3)c2ccccc2c1=O,0.0,-0.7,49.5*,-6.3
COc1ccc(C(=O)Nc2ccc3oc(-c4ccc(C(C)(C)C)cc4)nc3c2)cc1[N+](=O)[O-],0.1,0.6,-2.6,11.0
COc1cccc(C(=O)N2CC[C@@H]3[C@H](CCCN3C(=O)c3ccc4nccnc4c3)C2)c1,0.0,-1.6,-0.9,-6.0
C=CCNC(=O)C(=O)Nc1cccc(C(F)(F)F)c1,0.1,-1.5,8.3,-2.1
O=C(NCCOc1ccc(NC(=O)c2ccc(Cl)c(Cl)c2)cc1)c1ccc(Cl)c(Cl)c1,0.0,0.5,2.6,4.1
CCOC(=O)c1ccccc1NC(=O)CSc1nc(N)cc(=O)[nH]1,-0.1,-0.2,2.0,15.2
CCC(C)NC(=O)c1ccc2c(=O)n(C3CCCC3)c(=O)[nH]c2c1 (stereo not drawn),-0.1,0.2,-2.5,-12.3
COc1cc2c(cnn2-c2cccc(C(=O)NCCN3CCOCC3)c2)cc1Nc1ccccc1,-0.1,-1.0,0.2,-8.0
Cc1ccc(NC(=O)c2cc(-c3cccc(O)c3)on2)cc1,-0.1,0.4,-19.9,7.4
CC(C)CC(=O)NNC(=O)c1c(O)c2ccccc2[nH]c1=O,-0.4,0.2,-1.1,-3.5
COC(=Nc1cccnc1)c1ccc(Cl)cc1,0.1,2.0,2.9,11.1
Cc1c(C(C)NC(=O)COc2ccc(Br)cc2Cl)cnn1C (stereo not drawn),0.3,0.6,-3.2,-10.9
COc1ccc(OC)c(/C=C/C(=O)Nc2ccc(N(C)C)cc2)c1,-0.1,0.9,-24.8,5.7
CC(C)N(CCNc1nc(N2CCN(Cc3ccc4c(c3)OCO4)CC2)nc2c1ncn2-c1ccccc1)C(C)C,-0.2,-2.0,8.0,8.3
CCN1/C(=C/c2cccc[n+]2C)Sc2ccccc21,0.0,2.4,46.5*,-2.4
O=C(COc1cccc[n+]1[O-])N1CCc2ccccc21,0.0,-0.9,-3.2,-6.1
Cc1ccc(C(=O)Nc2nccs2)cc1C,0.0,-7.3,-7.6,-5.4
CCN1C(=O)NC2(CCN(S(=O)(=O)c3ccc(OC)c(OC)c3OC)CC2)C1=O,0.4,0.7,-0.3,16.6
CCn1c(=O)c2c(nc3n(-c4ccc(OC)cc4)c(C)c(C)n23)n(C)c1=O,0.1,0.4,5.9,7.0
COC(=O)C(C)NC(=O)c1cccnc1Cl (stereo not drawn),0.2,-1.3,14.3,3.4

# An excerpt from above with just MITF primary and FBW7 act.
structure | MITF primary | FBW7 act
Cc1c(C(C)NC(=O)COc2ccc(Br)cc2Cl)cnn1C (stereo not drawn) | -10.9 | 0.3
COc1ccc(OC)c(/C=C/C(=O)Nc2ccc(N(C)C)cc2)c1 | 5.7 | -0.1
CC(C)N(CCNc1nc(N2CCN(Cc3ccc4c(c3)OCO4)CC2)nc2c1ncn2-c1ccccc1)C(C)C | 8.3 | -0.2
CCN1/C(=C/c2cccc[n+]2C)Sc2ccccc21 | -2.4 | 0.0

# The list goes on:
SMILES,FBW7 act,GPR151 ag,TEAD-YAP inh,MITF primary
C=CCOC(=O)C1=C(C)NC(SCC(N)=O)=C(C#N)C1c1ccc(OCC)cc1 (stereo not drawn),-0.1,0.3,-0.8,4.2
O=C(c1n[nH]c2ccccc12)N1CCN(c2ccc(Cl)cc2)CC1,0.1,0.4,-4.9,12.5
CN(Cc1ccco1)C(=O)CN1C(=O)NC2(CCCC2)C1=O,0.0,2.1,-8.3,-4.8
COc1ccc(-c2cccc(C(=O)NCCc3ccc(O)cc3)c2)cn1,0.3,2.0,7.0,6.0
c1ccc(CNc2nc3nonc3nc2N2CCC(OCc3cccnc3)CC2)cc1,0.0,0.2,0.8,5.3
CC1(C)N=C(N)NC(Nc2ccc(C(=O)O)cc2)=N1,0.1,1.5,7.0,-6.4
O=C(NCCCN1CCCC1=O)c1cccc(NCCN2CCOCC2)n1,0.0,1.3,-4.4,16.5
Cc1ccc(-n2c(=O)c(C#N)cc3c(=O)n4ccccc4nc32)c(C)c1,0.1,0.4,0.3,2.6
COc1ccc(-c2c(C)nn(-c3ccccc3)c2/N=C/N2CCOCC2)cc1OC,-0.1,-1.8,-9.5,-2.6
CCc1c(C)sc(NC(=O)c2ccc(Cl)c([N+](=O)[O-])c2)c1C(N)=O,0.1,1.2,-3.0,11.1
COc1ccc(C(=O)NC(=S)N2CC(C)OC(C)C2)cc1 (stereo not drawn),-0.1,-0.3,-5.4,-15.6
Cc1ccccc1-n1c(=S)sc2c(=O)n(-c3ccccc3)c(SCc3ccc(F)cc3)nc21,-0.1,-0.4,-11.3,-2.9
O=[N+]([O-])c1cccc(S(=O)(=O)N2CCN(Cc3ccc4c(c3)OCO4)CC2)c1,0.3,-1.7,8.7,18.6
c1nc(N2CCOCC2)c2c3c(sc2n1)CCC3,0.0,0.1,16.3,17.1
